MEP2 TOR yeast: modulators of MEP2-GFP levels in yeast, primary screen, S. cerevisiae, multiplex flow cytometry, MLPCN library | S. cerevisiae MEP2-GFP strain, 3 h; 100% = DMSO control level | GFP response vs DMSO, % at 10 µM | 330,000 tested, 0.51% active;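 active = GFP response versus DMSO above a set limit, roughly screen mean plus 3 SD, cut at about 180% in these data; inconclusive = fewer than 70 cells counted for a yeast strain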;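 also: median GFP fluorescence of the barcode-gated MEP2-GFP cells per well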
AHR activator: AHR activators, primary screen, cell-based, luminescence, luciferase reporter, human; AHR-responsive luciferase reporter cells; activation, % at 5 µM; 320,000 tested, 2.5% active; AID 2796, 2010; in the data active = activation above about 47%;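 also: 0% = vehicle wells and 100% = reference agonist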
Target sequence (P35869 whole entry, looked up): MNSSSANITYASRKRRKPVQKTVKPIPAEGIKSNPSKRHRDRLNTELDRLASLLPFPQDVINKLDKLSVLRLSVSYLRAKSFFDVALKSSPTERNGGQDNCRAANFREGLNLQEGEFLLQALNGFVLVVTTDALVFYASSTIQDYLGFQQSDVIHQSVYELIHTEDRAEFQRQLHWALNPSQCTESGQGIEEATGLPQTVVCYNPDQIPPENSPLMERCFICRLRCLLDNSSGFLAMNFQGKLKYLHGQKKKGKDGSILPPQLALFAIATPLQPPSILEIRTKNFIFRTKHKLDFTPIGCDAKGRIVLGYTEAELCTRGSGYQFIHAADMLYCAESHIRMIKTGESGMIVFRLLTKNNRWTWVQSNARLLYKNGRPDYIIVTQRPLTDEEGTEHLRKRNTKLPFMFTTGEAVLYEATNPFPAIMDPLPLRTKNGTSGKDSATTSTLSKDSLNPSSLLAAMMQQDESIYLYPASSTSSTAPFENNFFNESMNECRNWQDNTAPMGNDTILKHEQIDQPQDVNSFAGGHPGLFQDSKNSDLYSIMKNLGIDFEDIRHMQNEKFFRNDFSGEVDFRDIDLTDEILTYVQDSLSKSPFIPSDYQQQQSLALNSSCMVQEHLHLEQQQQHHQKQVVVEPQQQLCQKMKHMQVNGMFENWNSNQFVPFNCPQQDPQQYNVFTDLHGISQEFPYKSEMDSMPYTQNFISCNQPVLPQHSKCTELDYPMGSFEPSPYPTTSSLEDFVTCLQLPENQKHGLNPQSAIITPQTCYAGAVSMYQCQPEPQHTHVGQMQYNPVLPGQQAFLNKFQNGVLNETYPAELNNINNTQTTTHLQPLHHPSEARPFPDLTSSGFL
LAP4-GFP MLPCN: modulators of LAP4-GFP expression in yeast, primary screen, S. cerevisiae, multiplex flow cytometry, MLPCN library | 3 h; median GFP as percent of DMSO wells | GFP response vs DMSO, % at 10 µM | 320,000 tested, 0.34% active;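 active = GFP response vs DMSO above a set limit, about the screen mean plus 3 SD, cut at about 150% in these data; inconclusive = under 70 cell events counted for the yeast strain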
RPL19A TOR yeast: RPL19A-GFP expression modulators in yeast, primary screen, cell-based, S. cerevisiae, multiplex flow cytometry, MLPCN | S. cerevisiae RPL19A-GFP strain, 3 h; active compounds read low | percent response vs DMSO, % at 10 µM | 330,000 tested, 0.3% active | AID 2025, 2009;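 active = percent response vs DMSO below 50%; inconclusive = fewer than 70 events counted for the yeast strain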;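 also: median channel GFP fluorescence of the barcoded RPL19A-GFP strain; ratio of sample median GFP to plate DMSO average so 100% = DMSO; lower means less RPL19A-GFP as with rapamycin TOR inhibition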
proCasp3 act: activators of human procaspase-3 D3A mutant, primary screen, biochemical, absorbance, PC-3 D3A mutant, single concentration | Caspase-3 (Homo sapiens), P42574 | recombinant procaspase-3 D3A, Ac-DEVD-pNA absorbance 405 nm | activation, % at 8.5 µM | 330,000 tested, 0.11% active;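 active = activation above the mean of all tested compounds plus 3 SD, cut at about 21% in these data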;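 also: 0% = DMSO alone and 100% = DMSO wells spiked with extra 5 µM PC-3 D3A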
Target sequence (P42574 whole entry D9A/D28A/D175A): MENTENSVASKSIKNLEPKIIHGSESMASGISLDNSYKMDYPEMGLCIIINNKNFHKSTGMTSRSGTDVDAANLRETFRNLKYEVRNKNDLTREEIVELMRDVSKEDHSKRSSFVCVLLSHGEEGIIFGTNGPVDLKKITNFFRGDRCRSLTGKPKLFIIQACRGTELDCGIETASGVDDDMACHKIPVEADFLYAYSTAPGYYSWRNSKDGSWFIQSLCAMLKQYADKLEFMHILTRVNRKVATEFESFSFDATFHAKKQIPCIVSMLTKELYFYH
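Compound: 8.5 µM single point, 0.8% DMSO / Material: Autoprocessing-dead procaspase-3 D3A mutant enzyme / Timing: 1 h preincubation plus 2 h reaction at 25 °C / Medium: Zinc-free HEPES/NaCl buffer with 0.01% Triton X-100 at pH 7.4 / Technique: 405 nm absorbance of p-nitroaniline, reads at 0 and 120 min / Repeats: one well per compound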
JMJD2C inh: inhibitors of GASC-1 histone demethylase, primary screen, biochemical, fluorescence, DELFIA europium | AID 2099, 2009 | 330,000 tested, 0.069% active | inhibition, % at 2.35 µM | GST-JMJD2C(1-420) H3K9me3 demethylation;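 active = more than half of a compound's replicate wells show inhibition beyond 50%, single wells judged on their own value; inconclusive = some, but no more than half, of replicates pass 50% inhibition; inactive = no replicate passes 50% inhibition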;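 also: signal counts dimethyl H3K9 product captured on neutravidin plate; 0% = median of DMSO wells and 100% = 0.3 times that DMSO median; strong numbers were not always called active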
CR mimetic SO: reduction of superoxide in aged yeast, primary screen, HTS | AID 2690, 2010 | S. cerevisiae aged cells, superoxide DHE fluorescence; active compounds read low | 330,000 tested, 0.18% active | superoxide response (% of plate mean), % at 10 µM;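 active = superoxide response under a set limit, about three screen SD below normal, cut at about 65% in these data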;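 also: yeast aged for seven days with compound at 30 °C before DHE staining; 100% = average MFI of all compound-treated wells on the plate with controls excluded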
proCasp7 act: procaspase-7 activators, primary screen, counter-screen for procaspase-3 activator project, biochemical, absorbance, HTS, human; recombinant procaspase-7, Ac-DEVD-pNA absorbance 405 nm; D23A/D198A/D206A triple mutant, cannot self-cleave; scale: DMSO 0, 5 µM enzyme 100; 330,000 tested, 0.093% active; activation, % at 8.5 µM; AID 463210, 2010; Caspase-7 (Homo sapiens), P55210;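 active = percent activation above the screen-wide mean plus 3 SD, cut at about 25% in these data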
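Test system: Procaspase-7 triple mutant (PC-7 D3A). Also added: Ac-DEVD-pNA substrate, 400 µM as added. Schedule: 1 h enzyme–compound preincubation and 2 h substrate reaction, both 25 °C. Signal: p-Nitroaniline absorbance at 405 nm, read at 0 and 120 min. Control set: low DMSO alone, high DMSO plus 5 µM PC-7.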
* = called active by the depositor; u = inconclusive; x = not tested or not shown; & = joins results of further samples.

SMILES | MEP2 TOR yeast | AHR activator | LAP4-GFP MLPCN | RPL19A TOR yeast | proCasp3 act | JMJD2C inh | CR mimetic SO | proCasp7 act
COc1ccccc1NC(=O)COC(=O)CC(C)(C)CC1=NS(=O)(=O)c2ccccc2N1 | 110.0 | 0.5 | 112.6 | 109.4 | -2.3 | 1.5 | 116.1 | 0.3
NC(=O)OCC(O)COc1ccc(Cl)cc1 (stereo not given) | 97.3 | -4.0 | 107.4 | 97.3 | 11.7 | x | 110.9 | -6.9
CC(=O)COC(=O)C1CCN(S(=O)(=O)c2cc([N+](=O)[O-])ccc2Cl)CC1 | 112.6 | 3.6 | 105.5 | 104.2 | 2.8 | 4.3 | 107.7 | 4.8
O=C(O)c1ccc(CSc2nnc(-c3ccc(Cl)cc3)o2)cc1 | 103.9 | -1.7 | 102.7 | 102.7 | -2.6 | 10.4 | 86.2 | 3.9
O=C(Cn1nc(C(=O)O)c2ccccc2c1=O)Nc1nc(-c2ccccc2)cs1 | 100.0 | 2.6 | 98.4 | 99.9 | -4.5 | 1.2 | 107.1 | 4.1
C=CCn1cc(C(=O)NCCCOCC)c(=O)c2cc(S(=O)(=O)N(CC)CC)ccc21 | 100.4 | 2.4 | 93.0 | 93.8 | 2.2 | 6.7 | 73.4 | 7.6
CC(=O)Nc1ccc(Oc2nc(-c3cccnc3)nc3sc4c(c23)CCCC4)cc1 | 101.2 | 0.3 | 100.7 | 107.9 | 0.0 | 1.8 | 113.8 | 8.8
COc1ccc(NC(=S)NC2CCCC2)c(OC)c1 | 106.2 | 0.1 | 96.3 | 104.2 | 10.8 | 7.6 | 96.3 | 12.4
CC1Nc2ncnc(N3CCc4ccccc4C3)c2N(Cc2ccc(Cl)cc2)C1=O (stereo not given) | x | 3.2 | x | x | 7.3 | -14.8 | x | 3.2
Cc1ccc(S(=O)(=O)CCC(=O)OCC(=O)c2cc(C)ccc2C)cc1 | 89.6 | 1.0 | 89.9 | 86.4 | -0.7 | -7.2 | 96.3 | 4.3
CCOC(=O)C1(Cc2cccc(Cl)c2)CCCN(C(=O)C(C)(C)C)C1 (stereo not given) | 108.2 | 7.7 | 87.6 | 102.5 | -0.1 | -2.3 | 102.8 | -1.7
CC(C)(C)C(=O)Nc1ccc(-c2cnco2)cc1 | 101.2 | 5.6 | 99.5 | 101.5 | -2.0 | 1.2 | 98.4 | 2.7
CCn1c(=O)n(CC)c2cc(S(N)(=O)=O)ccc21 | 106.5 | -5.8 | 94.6 | 107.5 | 7.7 | -2.0 | 91.2 | 14.7
Cc1cc(/C=N/NC(=O)CC#N)c(C)n1-c1ccc([N+](=O)[O-])cc1 | 116.4 | 3.0 | 100.0 | 94.2 | 5.2 | -1.8 | 90.1 | 0.4
CCO[C@H]1OC(C(=O)NCc2ccccc2)=C[C@@H](c2ccccc2)[C@@H]1CCCO | 96.7 | -1.5 | 134.9 | 101.8 | 0.2 | -9.8 | 104.6 | -2.3
O=C(CN1C(=O)c2ccccc2S1(=O)=O)Nc1ccccc1C(=O)NCc1ccco1 | 96.1 | 0.8 | 102.0 | 99.4 | 4.8 | 0.2&-0.4 | 97.8 | -17.7
O=C(c1ccncc1)N(Cc1cc2ccccc2[nH]c1=O)C1CCCCC1 | 96.4 | 0.7 | 89.5 | 89.7 | 3.8 | -4.1 | 121.9 | -2.3
COCc1ccc(C(=O)N2CCCC(Nc3ccc4c(c3)OCCO4)C2)o1 (stereo not given) | 94.9 | 10.5 | 78.2 | 102.5 | 3.8 | 10.3 | 78.8 | -1.9
O=C(NCCc1ccccc1)C1CCC(Cn2c(=O)c3ccccc3n(Cc3cccc(F)c3)c2=O)CC1 (stereo not given) | 106.9 | 8.2 | 94.8 | 102.1 | -0.5 | -3.1 | 99.2 | -0.7
CC(C)C(C(=O)NCC1CCCO1)N(C(=O)CNS(=O)(=O)c1ccccc1)C1CCCCC1 (stereo not given) | 99.4 | -1.7 | 93.5 | 95.2 | 1.4 | -8.0 | 112.3 | -7.9
CC(=O)Nc1ccc(NC(=O)c2ccccc2N(C)S(=O)(=O)c2ccc(C)cc2)cc1 | 108.1 | -0.5 | 93.2 | 105.8 | -0.5 | -8.7 | 105.0 | 4.5
Cc1cccc(CS(=O)(=O)c2ncc(CO)n2C)c1 | 106.8 | 0.5 | 93.1 | 102.8 | -0.7 | 4.9 | 88.7 | -3.7
CC(C)COc1ccc(C(=O)N/N=C/c2ccoc2)cc1 | 87.6 | 3.7 | 104.8 | 95.9 | -2.1 | 3.7 | 87.3 | -4.5
COc1cc(/C=N/Nc2nc(=O)[nH]nc2C)cc(OC)c1O | 99.1 | 18.2 | 96.9 | 100.2 | -9.2 | 10.8 | 95.6 | -7.8
C=CCNc1nc(NCCN2CCOCC2)nc(N2CCOCC2)n1 | 105.7 | 0.8 | 103.5 | 100.6 | -4.2 | 0.8 | 101.2 | 1.8
CC(=O)OCC1O[C@@H](O[C@@H]2C[C@H]3C(C)(C)[C@H](OC(C)=O)CC[C@]3(C)[C@H]3CC[C@]45C[C@]4(CC[C@H]5[C@@H](C)C[C@@H](O)[C@H](O)C(C)(C)O)[C@@]32C)[C@H](O)[C@@H](O)[C@@H]1O (stereo not given in full) | 105.7 | -0.5 | 101.6 | 111.4 | -2.9 | -2.7 | 106.8 | 11.6
CC(C)(C)OC(=O)N1CCC(c2c(C(=O)N3CCN(C(=O)c4ccco4)CC3)cnn2-c2cccc(Cl)c2)CC1 | 100.5 | 0.1 | 92.2 | 101.0 | -1.5 | 0.8 | 82.5 | -11.8
CCCC1(C)SC(NC(C)=O)=NN1C(C)=O (stereo not given) | 108.0 | -1.6 | 96.9 | 106.8 | -1.8 | -1.8 | 105.3 | 6.8
Cc1ccc(S(=O)(=O)Nc2c(C(=O)O)[nH]c3ccccc23)cc1C | 107.4 | 17.7 | 102.2 | 100.9 | 3.7 | 17.4 | 89.5 | 0.2
COc1cc(C(=O)NC2CCN(CC(=O)NC3CCCCC3C)CC2)cc(OC)c1OC (stereo not given) | 100.6 | -0.1 | 102.5 | 102.5 | 6.4 | -5.6 | 99.5 | 5.8
O=C(C1CN(S(=O)(=O)c2ccccc2)CCN1S(=O)(=O)c1ccccc1)N1CCCCCC1 (stereo not given) | 107.3 | -1.3 | 106.3 | 101.0 | 5.4 | -0.1 | 89.5 | 6.9
O=C(NC(=S)Nc1ccccc1F)c1ccc(Br)o1 | 98.4 | 17.0 | 95.6 | 105.0 | 8.2 | -16.8 | 75.3 | 2.9
Cc1ccc(Nc2nc(N)nc(CSc3nc4ccccc4s3)n2)cc1 | 101.8 | 18.2 | 134.9 | 96.4 | -2.4 | 8.9 | 122.7 | 10.2
COc1ccc(C(=O)NCC(=O)OCC(=O)NC(=O)NC2CCCCC2)cc1OC | 109.0 | 0.3 | 101.8 | 85.2 | -0.9 | 29.8 | 99.0 | 3.1
CCOc1ccc(NC(=O)c2cc(C)nc3ccccc23)cc1 | 97.3 | 34.9 | 99.7 | 101.8 | 4.9 | 6.0 | 115.8 | 3.0
C=C1C2(C(=O)Nc3ccc(SC(F)F)cc3)CCC(C2)C1(C)C (stereo not given) | 83.0 | 12.7 | 80.6 | 107.1 | -12.3 | 20.6 | 95.4 | 2.8
CCN(CC)S(=O)(=O)c1ccc(C)c(NC(=O)CN(C)C)c1 | 111.6 | 4.3 | 86.3 | 109.0 | 0.1 | 2.5 | 94.3 | 5.1
COCC1CCN(Cc2nc(-c3ccc4c(c3)OCO4)no2)C1 (stereo not given) | u | 43.3 | u | u | 6.5 | -5.3 | 103.9 | 1.1
CC(C)OC(=O)CC1=NC(=O)CS1 | 107.8 | 17.6 | 101.5 | 99.9 | 16.9 | 5.4 | 94.2 | 1.2
O=C(Nc1ccc2c(c1)CCC2)c1cc2ccccc2o1 | 103.8 | 7.2 | 111.7 | 99.3 | 5.0 | -7.5 | 92.7 | 3.8
CCN(CC(=O)Nc1cccc(OC)c1)CC(=O)Nc1ccc(C)cc1Cl | 97.8 | 4.3 | 90.1 | 101.7 | 10.0 | -15.6 | 112.8 | -7.8
Cn1c(CCN2CCN(c3ccccn3)CC2)nc2cc(NC(=O)COc3ccc(Cl)cc3)ccc21 | 93.2 | 1.1 | 93.2 | 96.8 | -1.6 | -25.7 | 95.3 | 1.4
O=C(NCCCO)/C(=C\c1ccco1)NC(=O)c1ccco1 | 89.3 | -1.0 | 83.3 | 87.2 | 1.2 | 7.4 | 106.7 | 9.1
C/C(Cc1ccccc1)=N\NC(=O)CNC(=O)c1ccc(Cl)cc1 | 93.3 | -0.3 | 105.2 | 94.3 | -7.1 | -5.2 | 102.3 | 5.3
O=C(CCNc1ccc(Cc2ccncc2)cc1)c1cccc([N+](=O)[O-])c1 | 108.7 | 3.7 | 97.9 | 100.9 | -21.6 | -2.7 | 96.4 | -39.2

Quoted from the entries so far for reference:
SMILES | MEP2 TOR yeast | AHR activator | LAP4-GFP MLPCN | RPL19A TOR yeast | proCasp3 act | JMJD2C inh | CR mimetic SO | proCasp7 act
Cn1c(CCN2CCN(c3ccccn3)CC2)nc2cc(NC(=O)COc3ccc(Cl)cc3)ccc21 | 93.2 | 1.1 | 93.2 | 96.8 | -1.6 | -25.7 | 95.3 | 1.4
O=C(NCCCO)/C(=C\c1ccco1)NC(=O)c1ccco1 | 89.3 | -1.0 | 83.3 | 87.2 | 1.2 | 7.4 | 106.7 | 9.1
C/C(Cc1ccccc1)=N\NC(=O)CNC(=O)c1ccc(Cl)cc1 | 93.3 | -0.3 | 105.2 | 94.3 | -7.1 | -5.2 | 102.3 | 5.3
O=C(CCNc1ccc(Cc2ccncc2)cc1)c1cccc([N+](=O)[O-])c1 | 108.7 | 3.7 | 97.9 | 100.9 | -21.6 | -2.7 | 96.4 | -39.2

(continued)
SMILES | MEP2 TOR yeast | AHR activator | LAP4-GFP MLPCN | RPL19A TOR yeast | proCasp3 act | JMJD2C inh | CR mimetic SO | proCasp7 act
CCOC(=O)Cc1csc(NC(=O)Nc2cccc(OC)c2)n1 | 89.2 | 1.8 | 97.5 | 98.4 | -3.1 | 8.1 | 59.4* | 3.9
C=CCc1cccc(/C=N/NC(=O)CCCNc2ccc(C)cc2)c1O | 91.8 | 2.8 | 95.1 | 95.5 | -23.1 | 0.3 | 85.5 | -18.3
Cc1cc(Nc2ccc(F)cc2C)n2ncnc2n1 | 105.6 | -0.4 | 100.3 | 101.7 | -3.6 | -5.3 | 94.6 | 2.3
c1ccc(COC(CN2CCCCCC2)CN2CCCCCC2)cc1 | 105.4 | 0.7 | x | 101.6 | 4.3 | -4.9 | 115.6 | 3.5
O=C(Nc1ccc(NC(=O)C2CC2)nc1)c1ccco1 | 98.0 | -2.3 | 102.1 | 100.2 | 2.3 | 17.1 | 95.4 | -0.4
CCCc1cc(C(N)=O)c(NC(=O)C2CCCO2)s1 (stereo not given) | 105.3 | 4.3 | 108.3 | 104.3 | -4.3 | 8.4 | 94.0 | -13.1

Screens deposited in PubChem BioAssay by several laboratories.
